# Screening data: PubChem, National Center for Advancing Translational Sciences (NCATS)
# HP1b binding inh – blocks HP1-beta chromodomain binding to methylated histone tails; P83916; AlphaScreen HP1-beta / biotin-H3K9me3 peptide binding; Potency, µM (series often up to 114 µM), without a hit: at the top dose activity change, negative = inhibition, hits mostly inhibitors; actives 0.56% (n = 390,000); AID 540317; further: nearly all actives have a fitted effect of over 70% in size; inactives centre near 23
# Target sequence (P83916 whole entry, looked up): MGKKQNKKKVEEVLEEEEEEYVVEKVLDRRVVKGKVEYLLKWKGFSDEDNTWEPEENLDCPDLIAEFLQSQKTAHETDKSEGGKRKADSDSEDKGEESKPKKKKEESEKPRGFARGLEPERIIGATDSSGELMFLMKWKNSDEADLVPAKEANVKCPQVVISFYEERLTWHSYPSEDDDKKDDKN
#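 HP1-beta protein (50 nM final) preincubated 30 min at room temperature with biotinylated H3(1-18)K9me3 peptide (50 nM) in PBS pH 7.4, 0.01% Tween-20, then compound added for 30 min. AlphaScreen streptavidin donor/nickel chelate acceptor beads (10 ug/mL final), 30 min dark, luminescence read.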
# Pin1 inh – human Pin1 inhibition | actives 0.009% (n = 390,000) | AID 504891 | Q13526 | Potency, µM (top dose mostly 115 µM), for inactives: at the top dose activity, negative = inhibition, usual class: inhibitors | Pin1 FP peptide displacement, HiFluor488, 10 min; active means well fitted inhibition curve with a large enough effect in the polarisation, with a control signal flat, not every such curve was filed as active; inconclusive means small, poorly fitted or top-dose-only effect, or effect the other way, or a change in a side signal; inactive means no such curve, though single readings can be large or run the other way; the % refers to the polarisation; further: on the % scale 0 is the no-effect control and ±100 the full control effect
# Target sequence (Q13526 whole entry, looked up): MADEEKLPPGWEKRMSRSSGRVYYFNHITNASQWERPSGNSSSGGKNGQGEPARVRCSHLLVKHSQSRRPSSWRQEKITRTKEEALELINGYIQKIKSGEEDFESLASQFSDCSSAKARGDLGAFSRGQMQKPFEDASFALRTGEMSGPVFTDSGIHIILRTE
# GLS inhibitor – inhibitors of human glutaminase (GLS); O94925; GLS enzymatic activity, qHTS titration; Potency, µM (titrated, usually from 45.5 µM), inactives show at the top dose activity change, negative = inhibition, hits mostly inhibitors; actives 0.21% (n = 410,000); further: on the % scale 0 is the no-effect control and ±100 the full control effect
#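 Compounds were pin-transferred onto hKGA, after which L-glutamine (1 mM solution) and a detection mix of glutamate oxidase, HRP and Amplex Red were added. Initial and 30 min RT fluorescence reads were collected.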
# BAZ2B block – inhibitors of human BAZ2B bromodomain. actives 4.4% (n = 360,000). Q9UIF8. AID 504333. Potency, µM (highest dose often 114 µM), without a hit: top-dose activity change, negative = inhibition, most hits filed as inhibitors. AlphaScreen BAZ2B-H3K14Ac peptide displacement; further: on the % scale 0 is the no-effect control and ±100 the full control effect; nearly all actives have a fitted effect of over 60% in size
#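 Compounds, titrated to a top concentration of 110 uM, were incubated 30 min at room temperature with preformed BAZ2B/acetyl-K14 H3 peptide complex (50 nM each). Proximity signal was measured by AlphaScreen after 20 min with beads.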
# JMJD2A Tudor inh – blocks the human JMJD2A Tudor domain. AlphaScreen JMJD2A-Tudor / H3K4me3 peptide binding. actives 4.4% (n = 390,000). O75164. Potency, µM (doses to about 114 µM), for inactives: at the highest dose activity change, negative = inhibition, actives largely listed as inhibitors; further: on the % scale 0 is the no-effect control and ±100 the full control effect; nearly all actives have a fitted effect of over 50% in size
# PGK inhibitor – inhibitors of T. brucei phosphoglycerate kinase; Potency, µM (top dose mostly 57.5 µM), for inactives: top-dose activity change, negative = inhibition, usual class: inhibitors; AID 602233; PGK/GAPDH coupled, Kinase-Glo luminescence, 60 min; actives 0.043% (n = 380,000); P07378; further: on the % scale 0 is the no-effect control and ±100 the full control effect; nearly all actives have a fitted effect of over 60% in size
# Target sequence (P07378 whole entry, looked up): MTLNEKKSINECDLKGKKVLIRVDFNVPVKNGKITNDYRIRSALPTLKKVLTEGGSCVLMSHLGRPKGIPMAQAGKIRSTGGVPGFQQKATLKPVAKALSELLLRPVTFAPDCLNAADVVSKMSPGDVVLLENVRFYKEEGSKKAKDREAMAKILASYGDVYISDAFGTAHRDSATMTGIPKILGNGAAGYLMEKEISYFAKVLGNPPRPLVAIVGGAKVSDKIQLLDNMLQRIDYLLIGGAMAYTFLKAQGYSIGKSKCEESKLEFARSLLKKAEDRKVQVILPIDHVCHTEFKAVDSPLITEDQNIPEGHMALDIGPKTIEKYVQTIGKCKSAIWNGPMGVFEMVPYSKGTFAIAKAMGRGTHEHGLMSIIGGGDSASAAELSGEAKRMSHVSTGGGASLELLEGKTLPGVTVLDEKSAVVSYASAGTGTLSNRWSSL
#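 Luminescent ATP detection (Kinase-Glo Plus) follows a 60-minute room-temperature incubation, with wells lacking PGK as controls. Buffer: 100 mM TEA (pH 7.6), 5 mM MgCl2, 0.01% Tween-20. Coupling enzyme GAPDH (100 nM final) supplies unstable 1,3-BPG in-well.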
# G9a inh – G9a (human) methyltransferase inhibition | actives 8.8% (n = 350,000) | AID 504332 | Q96KQ7 | G9a H3K9 monomethylation, AlphaScreen, 2 h | Potency, µM (top dose mostly 102 µM), for the others: at the top dose activity, negative = inhibition, usual class: inhibitors; further: on the % scale 0 is the no-effect control and ±100 the full control effect; nearly all actives have a fitted effect of over 75% in size
# Target sequence (Q96KQ7 913-1193 limits assumed): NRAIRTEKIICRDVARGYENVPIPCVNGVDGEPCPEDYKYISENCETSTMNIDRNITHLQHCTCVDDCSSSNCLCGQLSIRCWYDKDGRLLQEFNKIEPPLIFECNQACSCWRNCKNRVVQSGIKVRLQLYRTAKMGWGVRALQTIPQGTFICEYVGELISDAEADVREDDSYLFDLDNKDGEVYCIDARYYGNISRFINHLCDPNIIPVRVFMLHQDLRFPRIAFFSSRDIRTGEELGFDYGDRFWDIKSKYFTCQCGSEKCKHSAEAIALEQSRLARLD
#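 Readings reflect AlphaScreen signal from monomethyl-H3K9 antibody detection. HMT at 20 nM; substrate b-H3K9 500 nM; cofactor SAM 20 uM; 2 h RT reaction; compounds tested as titrations in qHTS with 15 min preincubation.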
# BLM helicase inh – blocks DNA unwinding by human BLM helicase; P54132; recombinant BLM DNA unwinding, fluorescence dequenching; Potency, µM (top dose mostly 56.1 µM), without a hit: at the highest dose activity change, negative = inhibition, usual class: inhibitors; actives 0.2% (n = 350,000);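 further: plate controls were vehicle for no effect and no enzyme for full effect; nearly all actives have a fitted effect of over 35% in size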
# Pol iota inh – blocks human DNA polymerase iota activity | Potency, µM (doses to about 115 µM), inactives show at the highest dose activity, negative = inhibition, actives largely listed as inhibitors | Pol iota fluorescent replication assay, 10 min | actives 1% (n = 390,000)
#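 Pol iota at 10 nM preincubated 15 min with compounds at room temperature; reaction started with fluorescent substrate, 50 nM final. Fluorescence read kinetically at 0 and 10 min; buffer-only wells as negative control.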
# * = called active by the depositor; i = inactive; ? = inconclusive; . = no result given; [ ] = another dose, or the depositor's remark. Unless noted, the call rests on the fitted dose curve; in most records, active means well fitted curve in the direction sought with a large enough effect; inconclusive means small, poorly fitted or top-dose-only effect, or another doubt; inactive means no such curve, though single readings can be large; an effect the other way counts as inactive or inconclusive. Potency means the concentration at half of the fitted maximal effect. These rows are one share of the data; the hit share may differ from the screen's.
SMILES,HP1b binding inh,Pin1 inh,GLS inhibitor,BAZ2B block,JMJD2A Tudor inh,PGK inhibitor,G9a inh,BLM helicase inh,Pol iota inh
CCOC(=O)c1[nH]c2ccc(C)cc2c1N,-8.8%,-0.2%,54.9%[activator],-39.0%,?,-13.0%,1.78µM*,-4.3%,25.7%
CCN(CC)C(=O)Cn1c(=O)cc(C)c2c(C)nn(-c3cccc(Cl)c3C)c21,-16.9%,-11.6%,-14.6%,-8.6%,-28.7%,i,-3.2%[59 µM],-0.3%,-5.9%
CC1CCN(S(=O)(=O)c2ccc(NC(=O)CN3C(=O)NC(C)(c4ccccc4)C3=O)cc2)CC1 (stereo unspecified),?,1.3%,-1.8%,-30.6%,-34.0%,-10.1%,1.2%[0.501 µM],.,9.3%
CCCCn1c(N)c(N(CCOC)C(=O)COC(=O)CNC(=O)c2ccc(Cl)c(Cl)c2)c(=O)[nH]c1=O,56.5%[activator],-1.2%,2.3%,.,-7.1%,i,.,.,13.9%
Cc1cccc(N2CCN(C(=O)C3CC(=O)N(C4CCCC4)C3)CC2)c1C (stereo unspecified),-6.3%,-0.5%,1.9%,-11.9%,-19.4%,-1.4%,-17.0%[12.7 µM],-7.5%,1.6%
Cc1n[nH]c(C)c1S(=O)(=O)N(CC(=O)Nc1ccc(C(F)(F)F)cc1)c1ccc(C(C)C)cc1,25.9%,4.8%,-12.4%,.,-5.3%,-7.9%,13.0%[59 µM],-4.2%,16.5%
Cc1cc(NC(=O)CS(=O)(=O)c2cn(Cc3ccccc3Cl)c3ccccc23)no1,4.4%,10.6%,0.3%,-4.1%,-26.3%,-4.5%,-7.2%[59 µM],-6.8%,?
O=C(CC(c1ccccc1)c1cc(Cl)ccc1O)NCCN1CCOCC1 (stereo unspecified),10.4%,2.0%,18.0%,-11.0%,-10.9%,-0.4%,.,1.6%,-2.1%
Cc1ccccc1Nc1nccc(N(C)C)c1C#N,16.8%,3.7%,-7.0%,27.9%,0.7%,-1.6%,24.5%,-4.3%,10.5%
Cc1ccc(NC(=O)CN(C)C(=O)COc2ccc(C(=O)c3ccc(F)cc3)cc2)cc1,30.9%,-0.8%,-6.4%,-33.0%,-20.7%,-1.0%,?,-2.3%,?
CC(=O)Nc1ccc(NC(=O)C(C)OC(=O)c2ccc(C)s2)cc1 (stereo unspecified),-8.6%,-0.5%,-1.5%,?,-17.4%,-1.6%,-25.0%,-4.2%,-4.7%
COc1cc(NS(=O)(=O)c2ccc(Br)s2)cc(OC)c1,27.3%,-2.3%,10.6%,10.1%,-17.2%,i,22.6%[59 µM],-9.0%,10.5%
O=C(CSc1nc2ccccc2c(=O)[nH]1)Nc1ccccc1C(F)(F)F,19.8%,4.6%,-4.9%,-3.5%,20.2%,-1.5%,?,-1.1%,-31.6%
Cc1onc(-c2ccc(Cl)cc2Cl)c1C(=O)/C=C/N(C)C,16.8%,-0.2%,2.8%,1.6%,-10.4%,-0.2%,.,-4.4%,6.1%
CN(C)c1nc(N)nc(CSc2nc3cc(Cl)ccc3o2)n1,4.0%,?,-0.2%,-2.7%,-11.9%,i,-5.4%,-2.3%,-2.0%
COc1ccc(CCNC(=O)CCCCn2c(=O)c3ccccc3n(CC(=O)Nc3c(C)cccc3C)c2=O)cc1OC,49.6%[activator],10.5%,-5.6%,34.7%[activator],-14.7%,0.0%,5.2%[59 µM],-11.1%,25.5%
COc1ccccc1C(=O)NCc1ccc2c(c1)OCO2,31.8%,-3.0%,2.0%,-35.0%,-12.9%,-4.2%,0.6%,2.3%,39.0%[activator]
Cc1cccc(C(=O)Nc2cccc(C(=O)Nc3cc(C)ccn3)c2)c1,10.2%,0.3%,-2.0%,?,-4.7%,0.1%,-30.7%,-1.7%,19.8%
CN(C)CCCN1C(=O)C(=O)/C(=C(/O)c2ccncc2)C1c1cccnc1 (stereo unspecified),17.7%,-8.2%,0.4%,5.6%,-30.1%,.,?,1.8%,44.1%[activator]
CCOC(=O)CN1CCS(=O)(=O)CC1,23.5%,-5.5%,3.2%,-28.0%,-0.7%,0.7%,-19.3%,-3.8%,0.0%
O=C(COC(=O)c1cccs1)NCCc1ccc(F)cc1,22.3%,0.1%,8.3%,0.6%,14.8%,3.6%,-43.8%,.,16.8%
COc1ccc(CC2(CO)CCN(C/C=C/c3ccccc3OC)CC2)cc1,11.8%,-10.9%,6.6%,-2.4%,-20.3%,2.7%,5.6%,-6.4%,32.4%[activator]
Cc1ccc(NC(=O)c2cccc(S(=O)(=O)NCc3ccccc3)c2)nc1,49.0%[activator],-0.8%,-3.0%,-1.0%,-16.4%,i,-39.4%,.,20.9%
Cc1ncc[nH]1,22.5%,-0.2%,?,-7.3%,5.5%,-6.9%,-3.7%[0.501 µM],4.0%,25.0%
O=C(COC(=O)COc1ccc(Br)cc1)NC1CCCCCC1,40.7%[activator],0.0%,-0.5%,8.5%,2.4%,8.1%,-34.8%[2.33 µM],.,61.0%[activator]
# Next part.
SMILES,HP1b binding inh,Pin1 inh,GLS inhibitor,BAZ2B block,JMJD2A Tudor inh,PGK inhibitor,G9a inh,BLM helicase inh,Pol iota inh
CCOC(=O)C1CCCN(S(=O)(=O)CCNC(=O)c2ccc(F)cc2)C1 (stereo unspecified),41.0%[activator],-4.1%,-8.2%,1.1%,5.2%,-3.5%,-2.8%[0.501 µM],.,29.6%
COC(=O)c1nn(C23CC4CC(CC(C4)C2)C3)c2c1C(=O)N(c1ccc(Br)cc1)C2=O,3.8%,1.0%,3.0%,-1.3%,-22.4%,-3.6%,?,-1.5%,7.6%
CCCCN(C(=O)C(C)Oc1cccc(Cl)c1)c1c(N)n(CCC)c(=O)[nH]c1=O (stereo unspecified),19.5%,-3.5%,-5.0%,-5.2%,-4.1%,-0.4%,?,.,26.5%
CCOc1ccccc1NC(=O)c1c(NC(=O)c2ccccc2C)sc2c1CCC(C)C2 (stereo unspecified),15.0%,12.8%,-9.1%,4.1%,-12.1%,-8.7%,14.1µM*,3.0%,54.2%[activator]
Cc1ccccc1C(=O)Nc1ccc2c(C#N)c3nc4ccccc4nc3n2c1,-9.9%,?,0.8%,50.1µM*,-32.4%,-10.5%,5.01µM*,?,40.1%[activator]
O=C(N/N=C/c1ccccc1[N+](=O)[O-])C(=O)N1CCCC1,33.1%,1.7%,3.3%,-7.3%,-3.7%,i,?,-0.5%,99.6%[activator]
Cc1ccc(CCNC(=O)C2CC(c3ccccc3C(F)(F)F)=NO2)cc1 (stereo unspecified),60.1%[activator],1.7%,-3.3%,10.8%,9.9%,-1.9%,-1.0%[59 µM],-4.1%,-0.3%
CC(=O)CC1=NC(C)(C)Cc2ccccc21,14.6%,0.5%,5.9%,?,-19.6%,0.9%,-39.5%,1.2%,16.2%
COc1ccc2ccccc2c1/C=N/NC(=O)c1cccc(Br)c1,32.3%,17.6%,-5.0%,7.8%,9.3%,-6.1%,18.5%[59 µM],1.4%,5.8%
Cc1ccc2cc(NC(=O)c3cccc(F)c3)ccc2n1,41.7%[activator],0.4%,-11.6%,-17.6%,-17.9%,-3.8%,?,0.1%,-7.9%
COC(=O)C1=C(C)N(c2ccc(Cl)cc2)/C(=C/c2cccs2)C1=O,26.7%,?,12.5%,-2.9%,-4.9%,6.9%,4.8%[59 µM],-0.5%,16.1%
CC(C)(C)c1cc(C(C)(C)C)c2oc(=O)c(-c3nc4ccccc4[nH]3)cc2c1,59.8%[activator],9.5%,-6.2%,4.0%,-15.7%,-4.6%,13.3%[59 µM],-2.8%,1.0%
O=C(Nc1nc(-c2ccccc2)cs1)C1CCCCN1S(=O)(=O)c1ccccc1 (stereo unspecified),5.2%,25.3%,-4.3%,-31.1%,-31.4%,.,?,-11.0%,.
O=C(CCC(=O)N1CC2CCCN2c2ccccc21)NCc1ccccc1F (stereo unspecified),34.6%,1.9%,8.7%,-32.1%,44.7µM*,-3.4%,-25.8%[59 µM],2.4%,-0.2%
Cc1ccc(-c2cc(C(=O)N3CCN(C(=O)c4ccco4)CC3)no2)cc1,22.0%,5.3%,1.5%,-15.5%,-15.4%,-9.7%,?,-2.5%,30.9%[activator]
Cc1ccc(-c2nc(SCC(=O)NCC3CCCO3)c(-c3ccccc3)[nH]2)cc1 (stereo unspecified),25.4%,1.8%,-6.6%,-38.6%,-32.4%,-8.5%,?,5.4%,-20.9%
O=C(CCCCn1c(=O)c2ccccc2n(Cc2ccccc2Cl)c1=O)NCc1ccc2c(c1)OCO2,25.9%,3.6%,2.9%,0.1%,-4.8%,0.8%,-5.2%[59 µM],-4.1%,-1.2%
CN1CCN(C(=O)C2CCN(S(=O)(=O)c3ccc4c(c3)oc(=O)n4C)CC2)CC1,39.4%[activator],0.2%,0.8%,5.6%,-9.7%,i,-48.2%,0.2%,-3.1%
O=C(/C=C/c1ccccc1)Nc1cc(NC(=O)/C=C/c2ccccc2)cc(C(=O)O)c1,12.1%,?,0.4%,?,-31.9%,-7.7%,-3.5%,-1.0%,12.0%
CCOc1cc(/C=N/NC(=S)Nc2ccccc2C(F)(F)F)ccc1OCC(=O)N1CCOCC1,0.7%,2.2%,-0.2%,-27.2%,-25.6%,0.6%,-50.3%[59 µM],2.1%,-1.6%

# Fetched one by one from the list above:
SMILES,HP1b binding inh,Pin1 inh,GLS inhibitor,BAZ2B block,JMJD2A Tudor inh,PGK inhibitor,G9a inh,BLM helicase inh,Pol iota inh
Cc1cc(NC(=O)CS(=O)(=O)c2cn(Cc3ccccc3Cl)c3ccccc23)no1,4.4%,10.6%,0.3%,-4.1%,-26.3%,-4.5%,-7.2%[59 µM],-6.8%,?
O=C(COC(=O)c1cccs1)NCCc1ccc(F)cc1,22.3%,0.1%,8.3%,0.6%,14.8%,3.6%,-43.8%,.,16.8%
COc1ccccc1C(=O)NCc1ccc2c(c1)OCO2,31.8%,-3.0%,2.0%,-35.0%,-12.9%,-4.2%,0.6%,2.3%,39.0%[activator]
